# Screening data from PubChem.
# SMN2 splice up = increases expression of the SMN2 splice variant. HEK293 SMN2-luciferase splicing reporter, luminescence, 30-36 h. Potency, µM (series often up to 46.1 µM), for the others: top-dose activity change, positive = activation, most hits filed as activators. AID 1458. 2.8% of 210,000 active; note: % of control where 0% means no effect; nearly all actives have a fitted effect of over 55% in size
#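 HEK293 cells carry an SMN2 […]–luciferase reporter in which exon 7 inclusion puts luciferase in frame. Cells were plated 10-12 h before compound addition, then incubated 30-36 h at 37C. ONE-Glo luminescence was read; sodium butyrate at 4.5 mM final served as control.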
# Epigenetic reg = regulators of epigenetic silencing causing reporter derepression in mouse cells; murine LDR cells, GFP reporter derepression, 30 h; Potency, µM (highest dose often 53.9 µM), for the others: at the highest dose GFP activation, most hits filed as activators; 0.2% of 280,000 active; AID 1865; note: % of control where 0% means no effect; nearly all actives have a fitted effect of over 60% in size
#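 Murine LDR cells bearing a silenced CMV-driven GFP reporter were exposed to compound for 30 h at 37 C. After PBS washes, GFP-positive cells (20-120 um objects) counted by laser-scanning microplate cytometry.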
# NPSR antagonist = blocks cAMP signaling of the human neuropeptide S receptor. AID 1461. Potency, µM (series often up to 38.3 µM), for the others: top-dose activity change, negative = inhibition, hits mostly inhibitors. Q6W5P4. CHO-NPSR cells, cAMP TR-FRET, antagonist mode. 1% of 220,000 active; note: % is set by controls: 0 for no effect and ±100 for the full control effect; nearly all actives have a fitted effect of over 50% in size; many of its hits are not listed in these tables
# GoLoco inh red = blocks human Gai1 binding to RGS12 GoLoco peptide, red readout. Gai1:RGS12 GoLoco peptide FP, rhodamine, 10 min. AID 880. 0.44% of 230,000 active. Potency, µM (doses to about 61.6 µM), for the others: at the top dose activity, negative = inhibition, hits mostly inhibitors; active = well fitted inhibition curve with a large enough effect, not every such curve was filed as active; inactive = no such curve, though single readings can be large or run the other way; note: % is set by controls: 0 for no effect and ±100 for the full control effect; nearly all actives have a fitted effect of over 30% in size; many of its hits are not listed in these tables
# RECQ1 inh = RECQ1 (human) helicase inhibition. RECQ1 DNA unwinding, red fluorescence kinetic read. P46063. Potency, µM (top dose mostly 57.3 µM), for the others: at the highest dose activity, negative = inhibition, actives largely listed as inhibitors. 0.54% of 240,000 active;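 note: plate controls were vehicle for no effect and no enzyme for full effect; nearly all actives have a fitted effect of over 30% in size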
# Target sequence (P46063 whole entry, looked up): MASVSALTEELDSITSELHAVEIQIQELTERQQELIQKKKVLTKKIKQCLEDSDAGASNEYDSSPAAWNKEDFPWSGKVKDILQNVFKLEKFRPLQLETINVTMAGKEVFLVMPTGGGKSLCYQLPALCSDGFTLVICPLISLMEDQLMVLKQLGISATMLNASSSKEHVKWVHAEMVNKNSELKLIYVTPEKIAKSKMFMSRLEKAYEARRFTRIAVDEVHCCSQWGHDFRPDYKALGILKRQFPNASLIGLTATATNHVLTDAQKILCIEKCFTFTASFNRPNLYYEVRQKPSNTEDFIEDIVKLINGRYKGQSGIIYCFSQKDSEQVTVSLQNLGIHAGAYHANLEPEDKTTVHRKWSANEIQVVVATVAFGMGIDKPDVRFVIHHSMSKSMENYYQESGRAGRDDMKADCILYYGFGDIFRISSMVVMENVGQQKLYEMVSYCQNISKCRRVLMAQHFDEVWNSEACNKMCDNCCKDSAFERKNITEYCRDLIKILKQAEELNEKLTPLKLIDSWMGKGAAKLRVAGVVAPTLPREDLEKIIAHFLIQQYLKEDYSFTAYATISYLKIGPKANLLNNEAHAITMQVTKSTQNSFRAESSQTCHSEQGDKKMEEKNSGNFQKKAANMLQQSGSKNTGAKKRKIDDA
#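 RECQ1T1 50 nM; forked duplex (20 bp + 30-nt ss tails) 200 nM, ATP 2 mM final; pH 8.0, 2 mM MgCl2, 2.5 ug/ml poly(dI-dC); 15 min compound preincubation; discontinuous kinetic read over 2 h at RT.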
# Luc counter = counter-screen: inhibitors of Kinase-Glo firefly luciferase | Q27757 | Kinase-Glo luciferase, ATP luminescence, 8 min | Potency, µM (doses to about 38.3 µM), without a hit: at the highest dose activity change, negative = inhibition, most hits filed as inhibitors | 0.28% of 200,000 active | AID 1379; note: % is set by controls: 0 for no effect and ±100 for the full control effect; nearly all actives have a fitted effect of over 60% in size
#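 Recombinant Kinase-Glo luciferase, 10 uM ATP (linear range), luciferin; imidazole pH 7.2 / KCl / MgCl2 / Tween / BSA buffer; 8 min RT; luminescence.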
# JMJD2E inh = JMJD2E (human) inhibition; Potency, µM (highest dose often 57.1 µM), for inactives: at the highest dose activity change, negative = inhibition, most hits filed as inhibitors; AID 2147; B2RXH2; JMJD2E catalytic domain, FDH-coupled NADH fluorescence (FDH is formaldehyde dehydrogenase); 1.6% of 230,000 active; active = well fitted inhibition curve with a large enough effect, not every such curve was filed as active; inconclusive = small, poorly fitted or top-dose-only effect, or another doubt; inactive = no such curve, though single readings can be large or run the other way;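 note: 0% = wells with enzyme and -100% = buffer wells without enzyme; nearly all actives have a fitted effect of over 50% in size; many of its hits are not listed in these tables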
# Target sequence (B2RXH2 1-337 limits assumed): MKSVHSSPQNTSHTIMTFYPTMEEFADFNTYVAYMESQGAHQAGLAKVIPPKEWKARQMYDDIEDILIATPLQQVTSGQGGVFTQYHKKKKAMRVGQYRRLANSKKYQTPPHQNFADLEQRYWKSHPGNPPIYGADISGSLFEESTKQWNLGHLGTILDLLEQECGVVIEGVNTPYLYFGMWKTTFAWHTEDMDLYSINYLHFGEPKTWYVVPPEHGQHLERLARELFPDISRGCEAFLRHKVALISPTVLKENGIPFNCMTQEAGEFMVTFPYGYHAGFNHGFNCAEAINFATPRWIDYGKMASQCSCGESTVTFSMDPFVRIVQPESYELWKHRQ
# IMPase Li cell = cell-permeable IMPase inhibitors with lithium potentiation | CHO-M1 cells, IP1 TR-FRET (IP-One), carbachol + lithium | Potency, µM (series often up to 59.4 µM), inactives show at the highest dose activity, negative = IMPase inhibition, usual class: inhibitors | 0.35% of 210,000 active;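 note: IP1 builds up when IMPase is blocked and the TR-FRET signal falls; plate controls were basal vehicle for no effect and high inhibitor control for full effect; nearly all actives have a fitted effect of over 50% in size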
#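 CHO-M1, 2000 cells/well, 16–30 h culture; cpd + low Li+, 30 min 37C; lysis with d2-IP1/Eu-anti-IP1 Ab, 10 min RT; TR-FRET 665/620 ratio and 620 channel; AC50 via Hill.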
# * marks the source's active call; other numbers are inactive results; i = inactive; ? = inconclusive; · = not tested or not shown; & = joins results of further samples; [ ] = dose if it differs, or a comment. Unless noted, calls come from the whole dose curve; as a rule, active = well fitted curve in the direction sought with a large enough effect; inconclusive = small, poorly fitted or top-dose-only effect, or another doubt; inactive = no such curve, though single readings can be large; an effect the other way counts as inactive or inconclusive. Potency is the fitted concentration of half-maximal effect.
nr	structure	SMN2 splice up	Epigenetic reg	NPSR antagonist	GoLoco inh red	RECQ1 inh	Luc counter	JMJD2E inh	IMPase Li cell
1	O=C(CSc1nnc(Cc2ccccc2)n1Cc1ccco1)NC1CCCC1	-10%	-1.2%	-11%[46.1 µM]	8%	?	-2%	-1%	9%[38.3 µM]
2	Cc1nn(C)c(C)c1-c1c(C#N)c(N)nc2c1CCCCCC2	3%	-1.0%	-1%[46.1 µM]	-4%	i	8%	?	-1%[38.3 µM]
3	Cc1nn(CCC#N)c(NC(=O)c2ccc(Cl)cc2Cl)c1P(=O)(Nc1ccc([N+](=O)[O-])cc1)N1CCOCC1 (stereo unspecified)	4%	1.8%	-11%[46.1 µM]	-10%	-5%	1%	-5%	16%[38.3 µM]
4	O=C(Nc1ccc(F)cc1)c1cccnc1N1CCOCC1	0%	2.3%	4%[46.1 µM]	2%	-5%	-3%	-3%	0%
5	O=C1C=C(NCc2ccccc2)c2ccccc2C1=O	·	-0.9%	?	2%	-13%	-4%	?	9%
6	Cn1c(=NC(=O)CSCC(=O)N2CCCC2)sc2ccccc21	-29%	0.7%	-4%[46.1 µM]	2%	-2%	-10%	-4%	-16%[38.3 µM]
7	COC(=O)c1scc(S(=O)(=O)c2ccccc2)c1N	-15%	-0.4%	-1%	36%[activator]	-11%	2%	?	-2%
8	COc1cccc(C2N(c3ccccn3)C(=O)C3CCCN32)c1OC (stereo unspecified)	·	0.9%	-10%[46.1 µM]	·	-3%	·	1%	·
9	CCCc1c(C(=O)Nc2ccc(C(F)(F)F)cc2)cnn1-c1ccccc1	·	1.1%	20%[7.67 µM]	-126%	-9%	·	-3%	·
10	Cc1ccsc1/C=N/NC(=O)CN1CCN(Cc2ccccc2)CC1	·	-1.3%	-13%	-8%	-8%	·	-1%	·
11	OC(COCc1ccccc1)CN1CCN(Cc2ccc3c(c2)OCO3)CC1 (stereo unspecified)	-10%	-1.9%	31%	16%	16%	1%	-15%	16%
12	COc1cccc(/C=N/N2CCN(c3ccncc3S(=O)(=O)N3CCCCC3)CC2)c1	-18%	4.9%	-27%	-1%	-4%	1%	-10%	6%
13	O=C(CN(Cc1ccccc1)C(=O)CCC(=O)Nc1nccs1)NCc1ccco1	1%	0.0%	-6%[46.1 µM]	6%	9%	13%	4%	-2%[38.3 µM]
14	O=C(C1CC1)N1CCC(C(O)(c2ccccc2)c2ccccc2)CC1	5%	-6.7%	-3%[46.1 µM]	-1%	16%	-4%	3%	4%[38.3 µM]
15	Cc1ccc(N=C(NO)c2nonc2N)c(C)c1	21%	4.8%	-2%	7%	-11%	0%	0%	-1%
16	O=C(Nc1ccccc1Cl)N1CCN(c2ccc3nnc(-c4ccccc4)n3n2)CC1	-20%	-1.0%	-18%[46.1 µM]	9%	-3%	-1%	?	20%[38.3 µM]
17	CCCC(=O)NCCCc1nc2ccccc2n1C(C)C	1%	0.0%	-7%[46.1 µM]	-2%	0%	-1%	3%	17%[38.3 µM]
18	CN(Cc1ccccc1)C(=O)CN(c1ccc(F)cc1)S(=O)(=O)c1ccc2c(c1)OCCO2	3%	-1.0%	-38%	-26%	7%	12%	1%	5%
19	Cc1ccc(C)c(NC(=O)CSc2nnc(CCCCCNC(=O)OC(C)(C)C)o2)c1	-80%[inhibitor]	-2.6%	?	-4%	8%	8%	1%	18%
20	Cc1ccc(CN2C(=O)CCC2C(=O)N2CCN(c3ccc(F)cc3)CC2)cc1 (stereo unspecified)	2%	-0.9%	-6%[46.1 µM]	5%	-1%	0%	-1%	-1%[38.3 µM]
21	O=C(NCc1nnc(SCc2ccc(F)cc2)n1-c1ccccc1)C12CC3CC(CC(C3)C1)C2	-39%[inhibitor]	1.1%	-15%[46.1 µM]	2%	-11%	2%	0%	7%
22	CCOC(=O)c1c(NC(=O)CSc2ncnc3ccccc23)sc(C(C)=O)c1C	-38%[inhibitor]	-0.3%	10%	25%	-14%	-1%	1%	9%
23	Cc1ccc(N2C(=O)N(c3ccc(C)cc3)C3CS(=O)(=O)CC32)cc1 (stereo unspecified)	6%	0.0%[10.1 µM]	4%	11%	i	-2%	-2%	2%
24	Cc1[nH]c(=O)[nH]c(=O)c1S(=O)(=O)N1CCCC(C(=O)NCCC2=CCCCC2)C1 (stereo unspecified)	·	-0.3%	2%	7%	i	0%	0%	-3%
25	COc1ccc(C(=O)N2CCC[C@@]3(CCN(C)C3)C2)cc1	0%	·	·	-5%	-7%	0%	·	10%
26	Cc1c2cnn(CC(=O)O)c(=O)c2c(C)n1Cc1ccccc1	0%	-1.1%	-6%[46.1 µM]	1%	-6%	-4%	?	1%[38.3 µM]
27	COc1cccc(-c2csc(N3CCN(C(=S)Nc4ccccc4)CC3)n2)c1	-4%	0.9%	-22%[46.1 µM]	7%	-4%	0%	-2%	4%[38.3 µM]
28	O=P(c1ccccc1)(c1ccccc1)C1CCCO1 (stereo unspecified)	?	0.0%	-5%[46.1 µM]	-5%	-15%	-4%	1%	-6%[38.3 µM]
29	C=C(C)CC(NCCc1ccccc1)c1ccco1 (stereo unspecified)	3%	1.5%	-9%	1%	i	-4%	2%	20%
30	Cc1ccc(-c2cc(C(=O)N3CCOCC3)c3ccccc3n2)cc1	13%	-7.1%	-4%[46.1 µM]	8%	-1%	-7%	?	-7%[38.3 µM]
31	Cc1c(/N=C/c2ccco2)n(Cc2ccccc2)c2ccccc12	-22%	0.0%	-12%[46.1 µM]	4%	-4%	-6%	-7%	-1%[38.3 µM]
32	CC/C(=N\NC(=O)C(N)=O)c1ccccc1O	17%	-1.0%	-1%	10%	-15%	1%	8.9µM*	1%
33	C/C(=N\NC(=O)c1ccc2c(c1)OCCO2)c1ccccc1	·	-2.4%	30%	8%	-13%	·	-7%	·
34	Cc1ccc2c(Cl)c(C)c(N3CCCCC3)nc2n1	-13%	0.9%	-15%	6%	-1%	-1%	-6%	7%
35	O=C(CCNC(=O)OCc1ccccc1)NC1CCCCC1	2%	0.0%	19%	-1%	-3%	0%	3%	2%
36	Cc1ccccc1OC(=O)CCC(=O)OCCCC(F)(F)C(F)(F)F	4%	-1.0%	-9%[46.1 µM]	7%	1%	1%	6%	6%[38.3 µM]
37	O=C(NCc1ccccc1)C(c1ccccc1)N(Cc1ccc2c(c1)OCO2)C(=O)Cc1cccs1 (stereo unspecified)	-17%	0.0%	-20%[46.1 µM]	13%	-5%	1%	-5%	25%
38	Cc1ccc(S(=O)(=O)N(C)C)cc1NC(=S)NC12CC3CC(CC(C3)C1)C2	·	-0.9%	-10%[46.1 µM]	·	-5%	·	-5%	·
39	COc1ccc(C(CC(=O)N2CCOCC2)c2c(OC)cc(OC)c3c(-c4ccccc4)cc(=O)oc23)cc1 (stereo unspecified)	·	0.4%	-28%	0%	-21%	·	0%	·
40	C[C@H](NC(=O)Nc1cccc(C(F)(F)F)c1)C(=O)O	?	4.3%	-1%	0%	-1%	1%	?	3%
41	C=CCNC(=O)/C(C#N)=C\c1cc(Cl)c(O)c(OCC)c1	-23%	0.0%	-10%[46.1 µM]	-16%	0%	2%	?	15%
42	O=C(c1ccco1)N1CCN(C(=O)c2ccccc2[N+](=O)[O-])CC1	-10%	2.3%	6%	8%	23%	0%	-6%	-2%
43	CCN(c1ccccc1)S(=O)(=O)c1cc(C(=O)Nc2ccc(Br)cc2)ccc1F	·	0.0%&5.9%	-46%	25%	-6%	1%	-1%	16%
44	CCCC(C)C(=O)Nc1cc([N+](=O)[O-])ccc1F (stereo unspecified)	1%	-1.3%	10%	-3%	4%	3%	-4%	-5%
45	COc1ccc(Cl)cc1NC(=O)CN1C(=O)CSC1=O	5%	0.0%	-3%[46.1 µM]	0%	-14%	-2%	4%	-8%[38.3 µM]
46	Cc1cc(/C=C2/NC(=O)NC2=O)c(C)n1C	·	1.3%	-1%	-10%	-12%	·	?	5%
47	Cn1ccc(/C=N/N=C2/NC(=O)CS2)n1	·	-1.0%	9%	3%	0%	·	-3%	·
48	COCC(=O)OC/C(O)=C(\C#N)c1nc2ccccc2[nH]1	·	?	-9%[7.67 µM]	44%[activator]	4%	·	-24%	·
49	Cc1cc(OCC(=O)Nc2ccc(Br)cc2)cc2c1C(=O)CC(C)(C)O2	·	2.0%	57%	4%	-19%	·	9%	·
50	Cc1ccc(NC(=O)c2cc([N+](=O)[O-])ccc2Cl)c(O)c1	-1%	2.1%	-27%	13%	i	1%	16%	10%
51	COc1ccccc1N1CCN(C(=O)CSc2nc(C)c(C)c(=O)[nH]2)CC1	-47%[inhibitor]	-2.3%	-4%	-11%	-2%	2%	7%	-8%
52	OCCN(Cc1ccccc1)Cc1cccc(C(F)(F)F)c1	5%	-0.7%	-25%[46.1 µM]	-8%	9%	-1%	-24%	-5%[38.3 µM]
53	Cc1ccc(C(=O)C2CCN(CC(=O)NC3CCCCC3)CC2)cc1	-29%	-0.8%	-11%[7.67 µM]	5%	-5%	-3%	0%	-2%[38.3 µM]
54	Cc1ccc(C)c(NC(=S)Nc2cccc3cnccc23)c1	-29%	-0.1%	7%	8%	i	-5%	28µM*	13%
55	CCCCP(=O)(CCCC)Cc1ccccc1O	24%	-1.0%	-4%[46.1 µM]	3%	i	-2%	7%	7%[38.3 µM]
56	Cc1sc2ncnc(SCc3ccc(C(=O)O)cc3)c2c1C	-2%	0.2%	-22%	6%	-1%	2%	-11%	3%
57	CSc1ncnc2c1ncn2CC(=O)[C@H]1CC[C@H]2[C@H]3CCC4=CC(=O)CC[C@@]4(C)[C@@H]3CC[C@@]12C	-37%[inhibitor][9.22 µM]	·	·	9%[14.2 µM]	·	-7%[7.66 µM]	·	28%
58	CC1CN=C(N(C(=O)Nc2ccccc2)c2ccc(F)cc2)S1 (stereo unspecified)	-2%	-0.3%	-8%[46.1 µM]	0%	-7%	3%	-6%	5%[38.3 µM]

# Rewritten in transposed form: entries from further up
56	Cc1sc2ncnc(SCc3ccc(C(=O)O)cc3)c2c1C
57	CSc1ncnc2c1ncn2CC(=O)[C@H]1CC[C@H]2[C@H]3CCC4=CC(=O)CC[C@@]4(C)[C@@H]3CC[C@@]12C

assay / compound | 56 | 57
SMN2 splice up | -2% | -37%[inhibitor][9.22 µM]
Epigenetic reg | 0.2% | ·
NPSR antagonist | -22% | ·
GoLoco inh red | 6% | 9%[14.2 µM]
RECQ1 inh | -1% | ·
Luc counter | 2% | -7%[7.66 µM]
JMJD2E inh | -11% | ·
IMPase Li cell | 3% | 28%

# A portion of the library. The share of hits here may be higher or lower than overall.
